Screening data from PubChem.
ER stress surv – ER stress cell death inhibition; CSM14.1 thapsigargin ER stress survival, ATP luminescence; AID 1010; relative survival (cellular ATP), % at 15 µg/mL (by protocol); 48,000 compounds, 0.33% hits;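 active = survival measured by cellular ATP above 50% at 15 µg/ml in the first screen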;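 note: cell death triggered by about 15 µM thapsigargin; ATP read 24 h after thapsigargin was added; plate controls were thapsigargin with DMSO for no effect and DMSO without thapsigargin for full effect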
* = called active by the depositor.

SMILES	ER stress surv
O=C(O)CCCCCN1C(=O)C(=O)/C(=C(/O)c2ccc(F)cc2)C1c1ccccc1Cl (stereo unspecified)	8
CC(C)CCNC(=O)c1ccccc1C(=O)NCCC(C)C	0
O=C1S/C(=C/c2ccccc2F)C(=O)N1CNc1ccc(I)cc1	2
Clc1ccc(Cn2c(CNc3ccc(Cl)cc3)nc3ccccc32)cc1	4
COc1ccc(CSc2nnc3nc(C)cc(C)n23)cc1	-1
COc1ccc(S(=O)(=O)Nc2cccc([N+](=O)[O-])c2C)cc1	2
CCOc1cccc(-c2cc(C(=O)N3CCN(Cc4ccccc4)CC3)c3ccccc3n2)c1	-17
O=C(NCc1ccccc1)/C(=C\c1ccc(-c2ccccc2)o1)NC(=O)c1ccccc1	-2
COc1cccc(NC(=O)COc2ccc(-c3ccccc3)cc2)c1	12
COc1ccc(S(=O)(=O)N(CCc2ccccc2)CC(=O)Nc2cccc(Cl)c2C)cc1	8
CCOc1cccc(C(=O)Nc2nnc(-c3cccc(OCC)c3)s2)c1	3
O=C(NCCCO)C(=O)NCc1ccccn1	4
CN(C)c1ccc(CNC23CN4CN(CN(C4)C2)C3)cc1	-1
COc1ccc(OC)c(NC(=O)c2cc(-c3cccc(Br)c3)nc3ccccc23)c1	2
COc1cc(/C=C2/SC(=S)N(CC(=O)Nc3ccc(F)c(Cl)c3)C2=O)cc(OC)c1OC	3
COc1ccc(C2=C/C(=C\c3cccnc3)C(=O)O2)cc1	2
Cc1ccc(C(=O)Nc2ccc(C(=O)O)cc2)cc1S(=O)(=O)NC1CCCCC1	13
CCOC(=O)N1CCN(c2ccc3nnnn3n2)CC1	3
CCOc1ccc(NC(=O)c2cccc(F)c2)c([N+](=O)[O-])c1	-2
C=CCc1cc(/C=C2\C(=O)NC(=O)N(c3cc(C)cc(C)c3)C2=O)cc(OC)c1OC	-4
CCOC(=O)C1=C(O)/C(=C/c2ccc(N(CC)CC)cc2)SC1=Nc1cccc(Cl)c1	6
CCOc1ccc(N2C(=O)CC(Sc3nnc(C)s3)C2=O)cc1 (stereo unspecified)	-7
O=C(Cc1ccccc1)Nc1ccc(F)cc1	0
Cc1cc(NC(=O)c2ccc(-c3ccc(Cl)cc3)o2)ccc1NC(=O)c1ccco1	62*
CCOc1cc(/C=C2\SC(=S)N(CC(=O)OC)C2=O)ccc1O	3
More records follow.
SMILES	ER stress surv
COc1ccc(Cc2nnc(NC(=O)Nc3ccc(Cl)c(Cl)c3)s2)cc1	7
O=C(Nc1ccc2oc(-c3cc(Br)ccc3Cl)nc2c1)c1ccc([N+](=O)[O-])cc1	-2
CC(C)(C)c1ccc(C(=O)NCCOc2ccccc2F)cc1	10
O=C1/C(=C/c2ccc(Br)cc2)SC(=S)N1/N=C/c1ccc(Br)cc1	-7
CS(=O)(=O)c1ccc2nc(NC(=O)c3cc(-c4cccc(Br)c4)nc4ccccc34)sc2c1	1
CCN(CC)C(=O)c1sc(NC(=O)c2cc3ccccc3oc2=O)c(C#N)c1C	-3
C/C(=N\NC(=O)C(C)Oc1ccc(Cl)cc1)c1ccccc1 (stereo unspecified)	3
CCCCOC(=O)Nc1ccc(S(=O)(=O)Nc2cccc([N+](=O)[O-])c2)cc1	11
C=CCc1cc(S(=O)(=O)c2ccc(O)c(CC=C)c2)ccc1O	-6
N#Cc1c(-c2ccc(Cl)cc2)cc(C2CC2)nc1SCC(N)=O	9
Cc1nn(CC(=O)Nc2cccc(O)c2)c(=O)c2ccccc12	-5
O=C(NCCO)c1ccc(-c2nnc(N3CCOCC3)c3ccccc23)cc1	7
N#Cc1cc([N+](=O)[O-])ccc1N=Cc1ccc(C#Cc2ccccc2)cc1	0
CC(=O)Nc1ccc(NC(=O)CCC(=O)O)cc1	4
Cc1cccc(-c2cc(NC(=O)COc3ccccc3)n[nH]2)c1	1
CS(=O)(=O)N(CC(O)Cn1c2ccc(Cl)cc2c2cc(Cl)ccc21)c1ccccc1 (stereo unspecified)	4
COc1ccc(NCN2C(=O)S/C(=C/c3ccc(F)cc3)C2=O)cc1Cl	-1
O=C(c1ccccc1O)N1N=C(c2ccc(F)cc2)CC1(O)C(F)(F)F (stereo unspecified)	8
O=C(CC1c2ccccc2Oc2ccccc21)Nc1ccccc1F	2
Cc1ccc(N(CC(=O)NC2CCCCC2)S(=O)(=O)c2ccc(F)cc2)cc1	11
CCOC(=O)C(=O)Nc1ccc([N+](=O)[O-])cc1OC	-2
O=C(CSc1nc2ccccc2n1Cc1ccccc1)N/N=C/c1cccs1	8
COc1ccc(NC(=O)C2C(C=C(Cl)Cl)C2(C)C)cc1 (stereo unspecified)	17
O=C(COc1ccccc1)Nc1nc(-c2ccc(S(=O)(=O)N3CCOCC3)cc2)cs1	2
O=C(NNC(=O)c1ccccc1Cl)c1ccc(O)cc1O	-1
Next entries.
SMILES	ER stress surv
O=C(c1ccccc1)c1cc(Br)ccc1NC(=O)c1nc[nH]c1C(=O)O	6
COc1ccc(CCNC(=O)CN(c2ccc(C)cc2)S(=O)(=O)c2ccccc2)cc1OC	8
COC(=O)C(C)N(C(=O)c1cccc2ccccc12)c1c(C)cccc1C (stereo unspecified)	2
COc1ccc(NC(=O)COc2cccc(C)c2)c([N+](=O)[O-])c1	9
CN(C)CCCN1C(=O)CSC1c1ccc(Br)cc1 (stereo unspecified)	-3
COc1ccc(NC2CC(=O)N(c3ccc(I)cc3)C2=O)cc1 (stereo unspecified)	10
CCN(C(C)=O)C1=C(N2CCOCC2)C(=O)c2ccccc2C1=O	-6
COc1ccc(N(CC(=O)Nc2ccc(OC)cc2OC)S(=O)(=O)c2ccc(C)cc2)cc1	20
CCCCOc1ccc2c(C(F)(F)F)cc(=O)oc2c1	0
CSc1nnc2c(n1)OC(c1ccc(N(C)C)cc1)Nc1ccccc1-2 (stereo unspecified)	6
O=C(Nc1ccccc1)C1(S(=O)(=O)c2ccccc2)CC1	3
Cc1cc(C(=O)Nc2cccc(C(=O)O)c2)c(C)o1	5
O=C(O/N=C(/c1ccncc1)c1ccc([N+](=O)[O-])cc1)c1ccc(Br)cc1	11
Cc1nnc(C)n1/N=C/c1ccc(O)cc1O	29
O=C(Nc1cc(C(F)(F)F)cc(C(F)(F)F)c1)c1c(F)cccc1F	7
COc1ccccc1NC1=C(Cl)C(=O)N(c2cccc(Cl)c2Cl)C1=O	8
COc1cc(C(C2=C(O)CC(C)(C)CC2=O)C2C(=O)CC(C)(C)CC2=O)ccc1OC(C)=O (stereo unspecified)	-8
COc1cccc(OCCn2cc(C=C3C(=O)NC(=S)NC3=O)c3ccccc32)c1	0
Cc1cc(/C=C2\C(=O)NC(=O)N(c3ccc4c(c3)OCO4)C2=O)c(C)n1-c1cccc([N+](=O)[O-])c1	1
COc1ccc2c(c1)OC(O)(C(F)(F)C(F)F)CC2=O (stereo unspecified)	6
O=C1CC(N2CCN(c3ccc(Cl)cc3)CC2)C(=O)N1c1cc(Cl)cc(Cl)c1 (stereo unspecified)	10
O=C(CSc1nc2ccccc2[nH]1)N/N=C/c1cccc(Cl)c1Cl	9
CCN(CC)C(=O)c1cn(-c2ccccc2)nc1-c1ccc(Br)cc1	-2
CC1(C)CC(NC(=O)CNC2CCCCC2)CC(C)(C)N1	15
CCN(CC)CCCOc1cccc(Cl)c1	5

No new results follow: entries from further up.
SMILES	ER stress surv
COc1ccc(CCNC(=O)CN(c2ccc(C)cc2)S(=O)(=O)c2ccccc2)cc1OC	8
COC(=O)C(C)N(C(=O)c1cccc2ccccc12)c1c(C)cccc1C (stereo unspecified)	2
COc1ccc(NC(=O)COc2cccc(C)c2)c([N+](=O)[O-])c1	9
CN(C)CCCN1C(=O)CSC1c1ccc(Br)cc1 (stereo unspecified)	-3
COc1ccc(NC2CC(=O)N(c3ccc(I)cc3)C2=O)cc1 (stereo unspecified)	10
CCN(C(C)=O)C1=C(N2CCOCC2)C(=O)c2ccccc2C1=O	-6
COc1ccc(N(CC(=O)Nc2ccc(OC)cc2OC)S(=O)(=O)c2ccc(C)cc2)cc1	20
CCCCOc1ccc2c(C(F)(F)F)cc(=O)oc2c1	0
CSc1nnc2c(n1)OC(c1ccc(N(C)C)cc1)Nc1ccccc1-2 (stereo unspecified)	6
O=C(Nc1ccccc1)C1(S(=O)(=O)c2ccccc2)CC1	3
Cc1cc(C(=O)Nc2cccc(C(=O)O)c2)c(C)o1	5
O=C(O/N=C(/c1ccncc1)c1ccc([N+](=O)[O-])cc1)c1ccc(Br)cc1	11
Cc1nnc(C)n1/N=C/c1ccc(O)cc1O	29
O=C(Nc1cc(C(F)(F)F)cc(C(F)(F)F)c1)c1c(F)cccc1F	7
COc1ccccc1NC1=C(Cl)C(=O)N(c2cccc(Cl)c2Cl)C1=O	8
COc1cc(C(C2=C(O)CC(C)(C)CC2=O)C2C(=O)CC(C)(C)CC2=O)ccc1OC(C)=O (stereo unspecified)	-8
COc1cccc(OCCn2cc(C=C3C(=O)NC(=S)NC3=O)c3ccccc32)c1	0
Cc1cc(/C=C2\C(=O)NC(=O)N(c3ccc4c(c3)OCO4)C2=O)c(C)n1-c1cccc([N+](=O)[O-])c1	1
COc1ccc2c(c1)OC(O)(C(F)(F)C(F)F)CC2=O (stereo unspecified)	6
O=C1CC(N2CCN(c3ccc(Cl)cc3)CC2)C(=O)N1c1cc(Cl)cc(Cl)c1 (stereo unspecified)	10
O=C(CSc1nc2ccccc2[nH]1)N/N=C/c1cccc(Cl)c1Cl	9
CCN(CC)C(=O)c1cn(-c2ccccc2)nc1-c1ccc(Br)cc1	-2
CC1(C)CC(NC(=O)CNC2CCCCC2)CC(C)(C)N1	15
CCN(CC)CCCOc1cccc(Cl)c1	5

More records follow:
SMILES	ER stress surv
COc1ccc(/C=C(/NC(=O)c2ccccc2Cl)C(=O)O)cc1	7
O=C(COc1ccccc1[N+](=O)[O-])Nc1ccc(-c2nc3ccccc3o2)cc1	-1
COc1ccc(Cl)cc1S(=O)(=O)n1ccnc1C(C)C	8
O=C1NC(=S)N/C1=C/c1ccc(OCc2ccccc2)c(Br)c1	4
CCN1C(=O)/C(=C\c2cc(Br)ccc2OCc2ccccc2)SC1=S	4
Cc1cccc(N=C2NC(=O)/C(=C\c3cccs3)S2)c1C	3
O=C(Cn1nnc(-c2ccccc2Cl)n1)N/N=C/c1cc(Cl)cc(Cl)c1O	4
CCOC(=O)C1=C(O)/C(=C/c2cccnc2)SC1=Nc1cccc(Cl)c1	4
CCCCOc1ccc(C(=O)NN)cc1	5
COc1ccc(CCNC(=O)C(=O)Nc2ccc(Cl)c(Cl)c2)cc1OC	2
Cc1ccccc1NC(=O)C(=O)NCC(C)C	2
COC(=O)C1=C(C)NC2=C(C(=O)CC(c3cccs3)C2)C1c1ccc2c(c1)OCO2 (stereo unspecified)	5
Cc1ccc(C2/C(=C(/O)c3ccccc3)C(=O)C(=O)N2c2cccc(C)c2)cc1 (stereo unspecified)	3
O=C(c1cc2ccccc2oc1=O)N1CCSC1c1ccc(Br)cc1 (stereo unspecified)	-5
Cc1ccoc1C(=O)Nc1ccccc1Oc1ccccc1	9
Cc1cccc(N2CCN(C(=S)c3ccccc3)CC2)c1	-5
CCOC(=O)c1c[nH]c2c(Br)cccc2c1=O	4
Cn1c(COc2cccc3ccccc23)nc2ccccc21	6
CCn1c(-c2cccc(Cl)c2)n[nH]c1=S	9
Cc1nc(NC(=O)c2ccccc2)sc1-c1csc(Nc2ccc(O)cc2)n1	-2
CCOC(=O)C1CCN(C2CC(=O)N(c3ccc(Cl)cc3)C2=O)CC1 (stereo unspecified)	7
COC(=O)c1cc(-c2ccc(C)s2)nc2ccccc12	-1
N#C/C(=C/c1ccc(I)o1)C(=O)N1CCOCC1	2
Cc1ccc(C(=O)Oc2ccc3c(C)cc(=O)oc3c2)cc1	7
O=C(Nc1ccccc1C(=O)NCc1ccco1)c1ccccc1Br	1
Going on with the list:
SMILES	ER stress surv
C#Cc1cccc(NS(=O)(=O)c2ccc(NC(C)=O)cc2)c1	13
O=C1C=C(NNC(=O)c2ccc(Cl)cc2)CCC1	0
COC(=O)c1ccc(C(=O)OC)c(NC(=O)c2cc(Cl)ccc2Cl)c1	4
Cc1ccc(NC(=S)NC(=O)c2ccc(F)cc2)cc1Br	17
COc1ccccc1C(=O)N1CCN(c2ccc(F)cc2)CC1	-6
COc1cc(CNCc2ccccc2[N+](=O)[O-])cc(OC)c1	4
CC1=C(C(=O)Nc2ccc(C)cc2)C(c2ccc(Cl)cc2)NC(=S)N1 (stereo unspecified)	2
CCOc1ccc(-c2csc(N)c2C(=O)OC)cc1	2
COc1ccc2c(c1OC)C(=O)N(c1cccc(/C=C/C(=O)O)c1)C2	1
CCc1ccc(NC(=O)CSc2ccccn2)cc1	6
Clc1ccc(N=Cc2cccc(OCc3ccccc3)c2)cc1Cl	7
O=C(CSCC(=O)c1ccc(F)cc1)Nc1ccc2ccccc2c1	19
CCn1c(SC)nc2sc3c(c2c1=O)CCCC3	5
CCC(=O)Nc1ccc2c(c1)N(C(C)=O)c1ccccc1CC2	9
COc1ccc(CNC(=O)COc2cc(C)c(Cl)c(C)c2)cc1	0
COC(=O)c1c(-c2ccccc2)csc1NC(=O)C1CCCCC1C(=O)O (stereo unspecified)	-12
CC(NC(=O)COc1ccc(Br)cc1)c1ccccc1 (stereo unspecified)	5
O=C(Cc1ccc([N+](=O)[O-])cc1)NNC(=O)c1ccccc1	15
CCN(CC)C(=O)C1CN(S(=O)(=O)c2ccccc2)CCN1S(=O)(=O)c1ccccc1 (stereo unspecified)	8
CCCC(=O)Nc1nc(-c2ccccc2)cs1	3
O=C(CSc1nc2ccc(N3C(=O)c4ccccc4C3=O)cc2s1)c1ccc(Cl)cc1	0
COc1ccc(N2C(=O)/C(=C/c3ccc(OC(=O)C45CC6CC(CC(C6)C4)C5)c(OC)c3)SC2=S)cc1	9
O=C(Nc1ccc(Cl)cc1)Nc1ccc(F)c(Cl)c1	0
O=C(/C=C/c1ccc(Cl)cc1)Nc1ccc(OC(F)(F)F)cc1	3
CCC(=O)Oc1cc2oc(=O)c(CC)c(C)c2cc1CC	-1
COc1ccc(C(=O)O/N=C2\CCCc3c2ccc(O)c3C)cc1OC	10
CCOC(=O)C1=NNC2(c3ccc(Cl)cc3)C(=O)N(c3cccc(OC)c3)C(=O)C12 (stereo unspecified)	-1
CCOC(=O)C1=C(C)N(c2ccc(OCC)cc2)C(=O)/C1=C\c1ccco1	0
CC(=O)Nc1ccc(S(=O)(=O)NNC(=O)c2cccc(Cl)c2)cc1	6
O=C1/C(=C\c2ccccc2OS(=O)(=O)c2ccccc2[N+](=O)[O-])SC(=S)N1Cc1ccccc1	4

This is a subset, so the mix of outcomes need not match the whole.
